APJ agonist: agonists of human APJ apelin receptor; P35414; CHO-K1 APJ PathHunter beta-arrestin, luminescence; 0% DMSO wells, 100% apelin; activation, % at 20 µM; 330,000 compounds, 0.11% hits;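 active = activation more than six SD over the plate average, tested at 20 µM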;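 also: 0% = DMSO alone and 100% = apelin-13 at 10 nM; some results filed as inactive read as strong as hits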
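Incubation: overnight seeding, 90 min compound at 25 °C, 1 h detection; test system: PathHunter CHO-K1 APJ (AGTRL-1) beta-arrestin reporter cells; amount: 1000 cells/well; doses: one dose, 20 µM compound, 1% DMSO; measured by: beta-gal luminescence; measure: agonist-driven arrestin binding to APJ; benchmarks: negative DMSO alone, positive Apelin-13 at 10 nM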
CCR6 antagonist: antagonists of human CCR6 receptor; P51684; CHO-K1 CCR6 PathHunter beta-arrestin, luminescence, CCL20-stimulated; inhibition, % at 20 µM; 340,000 compounds, 0.49% hits; AID 493098;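 active = compounds whose inhibition of the agonist-driven luminescence signal at 20 µM reaches about 50%, limit read from the data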;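 also: cells stimulated with CCL20 at 14 nM final; plate controls were DMSO with CCL20 for no effect and DMSO without agonist for full effect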
CXCR6 inh: inhibitors of human CXCR6 receptor | inhibition, % at 20 µM | O00574 | AID 602244 | CHO-K1 PathHunter CXCR6 beta-arrestin, luminescence | 360,000 compounds, 0.36% hits; in the data active = inhibition above about 34%, passing the limit was not always enough;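 also: antagonist mode with CXCL16 agonist at 10 nM final; 0% = 10 nM CXCL16 with DMSO and 100% = unstimulated wells without agonist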
APJ antagonist: blocks the human apelin receptor APJ. CHO-K1 APJ beta-arrestin complementation, luminescence. inhibition, % at 20 µM. 330,000 compounds, 0.32% hits;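 active = inhibition above about 40% at 20 µM, limit read from the data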;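 also: cells challenged with 10 nM apelin-13 agonist together with compound; plate controls were apelin-13 plus DMSO wells for no effect and DMSO wells lacking apelin-13 for full effect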
EBI2 antag: antagonists of human EBI2 receptor. EBI2 beta-arrestin recruitment, luminescence, 7a,25-OHC stimulated. inhibition, % at 5 µM. 360,000 compounds, 0.81% hits; in the data active = inhibition above about 38%;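 also: enzyme fragment complementation signal reports receptor beta-arrestin coupling in cells; 0% = agonist plus DMSO wells and 100% = wells without agonist; some results beyond the cut were filed as inactive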
Target sequence (P32249 whole entry, looked up, the tested form may be a part): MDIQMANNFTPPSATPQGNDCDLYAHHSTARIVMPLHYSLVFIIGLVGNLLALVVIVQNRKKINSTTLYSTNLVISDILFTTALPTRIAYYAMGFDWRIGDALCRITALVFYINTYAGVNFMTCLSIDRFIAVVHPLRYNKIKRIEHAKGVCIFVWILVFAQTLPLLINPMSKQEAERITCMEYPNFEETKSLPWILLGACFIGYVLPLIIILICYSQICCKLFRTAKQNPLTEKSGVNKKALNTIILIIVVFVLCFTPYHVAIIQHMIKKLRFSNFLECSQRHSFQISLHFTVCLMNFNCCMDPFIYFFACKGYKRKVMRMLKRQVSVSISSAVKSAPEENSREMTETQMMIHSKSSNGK
Gli-Sufu block: blocks Gli-Sufu signaling in a luciferase reporter; Sufu-KO-LIGHT fibroblasts, Gli luciferase reporter luminescence; inhibition, % at 5 µM; 340,000 compounds, 0.74% hits; AID 588413;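 active = inhibition above about 55%, limit read from the data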;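 also: 0% = DMSO-treated cells and 100% = wells with medium but no cells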
UBC13 inh: human UBC13 polyubiquitination inhibition; AID 485273; 330,000 compounds, 0.47% hits; inhibition, % at 20 µM; UBC13 polyubiquitin chain formation, TR-FRET; in the data active = inhibition above about 45%, passing the limit was not always enough
Target sequence (P61088 whole entry, looked up): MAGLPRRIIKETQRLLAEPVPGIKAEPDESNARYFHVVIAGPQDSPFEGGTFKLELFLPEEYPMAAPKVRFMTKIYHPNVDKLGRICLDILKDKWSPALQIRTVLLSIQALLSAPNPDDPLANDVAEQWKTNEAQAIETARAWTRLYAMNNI
ATG4B inh: inhibitors of human ATG4B cysteine protease; Q9Y4P1; 340,000 compounds, 0.51% hits; inhibition, % at 8.33 µM; ATG4B cleavage of LC3-PLA2, NBD-HPC fluorescence, 1 h; in the data active = inhibition above about 40%
Target sequence (Q9Y4P1 whole entry, looked up): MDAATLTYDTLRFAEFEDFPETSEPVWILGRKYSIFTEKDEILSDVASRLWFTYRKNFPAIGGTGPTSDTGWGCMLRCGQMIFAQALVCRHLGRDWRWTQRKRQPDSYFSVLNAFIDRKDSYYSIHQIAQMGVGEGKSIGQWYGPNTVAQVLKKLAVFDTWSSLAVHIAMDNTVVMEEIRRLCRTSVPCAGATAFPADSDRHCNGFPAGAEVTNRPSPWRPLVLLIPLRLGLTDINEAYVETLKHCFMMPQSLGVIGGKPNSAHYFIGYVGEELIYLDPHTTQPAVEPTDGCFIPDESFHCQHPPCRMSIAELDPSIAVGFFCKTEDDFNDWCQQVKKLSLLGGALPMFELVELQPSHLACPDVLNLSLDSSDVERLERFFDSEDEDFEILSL
The depositor's hits bear a star; nt = no result given; & = joins results of further samples. Rows are unselected; overall some 3% were active at least once.

SMILES	APJ agonist	CCR6 antagonist	CXCR6 inh	APJ antagonist	EBI2 antag	Gli-Sufu block	UBC13 inh	ATG4B inh
COc1ccc(C(=O)C2CCCN(Cc3cnc(N4CCOCC4)s3)C2)cc1F (centres undefined)	-3.0	10.5	-9.0	-2.1	-4.4	4.2	-8.5	4.5
FC(F)(F)c1ccc(N=Cc2sc(N3CCOCC3)nc2-c2ccccc2)cc1	0.3	13.6	5.6	9.7	-4.1	1.2	0.6	12.0
COc1ccccc1CN1CC(C(=O)N2CCOCC2)CCC1=O (centres undefined)	-1.5	-8.7	-3.3	-1.4	-1.8	1.6	-4.9	1.9
O=C(CCN1C(=O)/C(=C\c2cccc(Br)c2)SC1=S)NCCCN1CCOCC1	-3.9	14.0	-4.2	-1.5	-6.2	0.3	-8.7	20.6
COc1ccc(CCn2c(-c3cc([N+](=O)[O-])cc([N+](=O)[O-])c3)nc3nc4ccccc4nc32)cc1OC	8.1	-14.2	-5.2	-74.7	3.5	-2.2	-21.9	-6.1
O=C(CSCc1cc(=O)n2nc(C3CC3)sc2n1)Nc1ccccc1Cl	1.1	-13.1	-3.0	22.9	-4.1	2.1	-9.6	5.5
Cc1cc[n+](-c2nc3ccccc3nc2[N-]S(=O)(=O)c2ccccc2)cc1	0.2	-2.1	2.6	4.7	-1.0	-10.8	-3.9	-11.1
COc1cccc(NC(=O)c2ncc(Cl)c(Cl)c2Cl)c1	1.8	2.6	-3.9	7.6	-5.9	-12.8	13.2	5.4
COc1cccc(OCC(=O)Nc2ccccc2NC(C)=O)c1	-3.9	-5.1	-5.1	11.3	-2.4	29.9	-7.1	2.1
Cc1nnc(SCC(=O)Nc2c(C)n(C)n(-c3ccccc3)c2=O)n1Cc1ccccc1	-1.5	7.2	1.7	10.2	-3.4	2.9	4.4	3.8
CCCC(=O)N/N=C1\CS(=O)(=O)N(C)c2ccsc21	-0.6	14.5	-5.9	-10.0	-12.4	2.7	-12.9	2.3
CC(C)OCCCn1c(=O)c2ccccc2n2c(CCC(=O)N3CCN(c4ccccn4)CC3)nnc12	-3.6	17.8	6.6	8.9	0.7	-2.5	-1.6	-0.6
COc1cc2c(cc1OC)C(c1ccco1)CC(=O)N2 (centres undefined)	-0.4	4.5	-0.4	17.2	0.5	-5.3	-3.3	-3.5
O=C(NC(=S)N1CCN(c2ccc([N+](=O)[O-])cc2)CC1)c1ccccc1F	-2.4	16.4	0.1	4.3	-3.9	2.6	-4.4	-8.7
CC1CCN(C(=O)COC(=O)CCCN2C(=O)c3cccc4cccc(c34)C2=O)CC1	-0.6	-2.8	-0.7	-2.1	1.9	5.0	13.0	-2.2
Cc1cc(NC(=O)COC(=O)c2c(C)nn(-c3ccccc3)c2C)no1	-1.4	-8.1	-0.3	-1.6	-4.4	-14.3	-0.6	9.4
Cc1nc[nH]c(=O)c1Br	-0.1	15.8	7.8	2.8	-7.4	-0.3	-14.8	5.5
COc1cc2cc(CCCOC(=O)c3ccc(C#N)cc3)oc(=O)c2cc1OC	-0.3	1.5	13.9	11.1	-8.4	15.7	8.9	-9.0
C/C(=N/Nc1ccnc2cc(Cl)ccc12)c1ccc(O)cc1	7.5	0.7	-4.0	-30.4	25.9	17.6	6.1	1.2
CCCN(CC(=O)Nc1ccccc1OC)C(=O)c1cc(S(=O)(=O)NCc2ccccc2)ccc1C	4.5	-2.1	12.6	-14.6	8.0	29.6	29.1	-6.6
Cc1ccc(NC(=O)CS(=O)CC(=O)N(CC(=O)NC(C)(C)C)c2cccc(C)c2C)cc1 (centres undefined)	-1.0	2.8	-1.3	4.3	-11.4	-5.6	-11.7	-6.2
CCCc1cc(=O)oc2c3c(cc(OCC(=O)NCc4ccncc4)c12)OC(C)(C)CC3	-1.6	-1.8	7.4	-15.3	19.2	13.0	15.5	-3.5
COc1ccc(-c2nnc(SCC(=O)c3cccs3)n2-c2ccc(Cl)cc2)cc1	-4.3	15.9	11.9	21.3	21.5	-2.2	0.9	32.7
COc1ccc([N+](=O)[O-])cc1/C=N/NC(=O)CNC(=O)c1cccc(F)c1	2.3	37.2	12.4	3.1	4.2	-12.4	-25.2	-5.2
CCCc1ccc2oc(C(=O)N3CCCC3)c(C)c2c1	-2.3	20.1	0.2	12.7	-34.5	24.2	-2.2	-2.2
COc1ccc(S(=O)(=O)N2CCc3ccccc3C2)cc1OC	-4.1	10.1	-4.8	12.5	0.7	3.2	-4.0	-1.5
COc1ccc([N+](=O)[O-])cc1/C=N/NC(=O)Cc1ccccc1	-1.8	5.7	-3.1	7.2	4.9	-12.2	-1.1	-10.8
CC1(C)C(=O)NCCN1C(=O)CCC(=O)O	4.8	-9.4	-0.2	0.6	-3.6	3.7	3.4	17.2
CC1(C)CC(NC(=O)c2ccc(Cl)cc2)CC(C)(C)N1	-3.7	9.5	-1.6	-9.9	-10.2	6.7	0.7	1.7
CNNC(=S)Nc1cccc(SC)c1	-4.9	10.4	-2.7	-2.1	2.6	5.2	-3.9	15.4
Cc1c(C)n(C)c2ccc(C(=O)NCCc3ccco3)cc12	2.9	11.6	-1.6	-9.4	5.6	16.1	2.9	-2.5
COc1ccc(-c2sc3ccc(N4CCOCC4)cc3c2C#CCCO)cc1	0.2	-17.3	-17.2	-6.2	13.8	-1.2	30.4	-16.3
CC(C)[C@H]1C=C(C(=O)O)O[C@@H](OCCCCO)C1	5.2	0.9	0.1	12.4	-22.3	-6.9	-6.7	-13.8
C=CCc1c(C)nc2cc(-c3ccccc3)[nH]n2c1=O	-1.5	3.4	1.9	-6.2	-16.4	27.4	-2.1	-6.9
Cc1cc(C)n2nc(C(=O)Nc3ccc4c(c3)OCO4)nc2n1	-5.9	-9.4	4.7	9.2	0.4	-26.2	-7.7	2.0
Cc1cccc(C)c1OCC(O)Cn1ccnc1C (centres undefined)	0.5	-2.5	6.4	2.6	-0.3	9.1	25.2	-0.1
COc1ccc(NC(=O)CN2CCCN(S(=O)(=O)c3ccc(F)cc3)CC2)c(OC)c1	-1.2	4.8	-16.4	12.3	-9.3	8.3	3.7	-14.8
COCC(C)n1c(C)cc(C(=O)Cn2c(=O)oc3ccccc32)c1C (centres undefined)	3.5	-14.3	9.3	1.5	5.0	-5.8	-4.0	-6.5
C=CCNC(=O)c1onc(CSc2cccc(OC)c2)c1C(=O)NCC=C	-4.9	4.4	1.4	-7.2	3.0	17.4	-2.0	-3.5
COc1ccc(NC(=O)c2cccnc2Cl)c(S(=O)(=O)N2CCOCC2)c1	-2.1	-3.5	4.2	-2.4	-6.5	8.0	-8.6	8.2
COc1ccc(N2CC(NC(=O)N3CCN(c4ccccc4)CC3)CC2=O)cc1 (centres undefined)	-2.7	-6.4	-1.7	1.8	38.6	3.9	-1.7	31.1
Cc1nc2sc(C(c3ccco3)N3CCOCC3)c(O)n2n1 (centres undefined)	-2.6	3.2	-0.7	2.9	-0.9	0.7	-8.1	-2.4
CC(=O)c1c(C)oc2ccc(N(C(C)=O)S(=O)(=O)c3cccc4cccnc34)cc12	1.2	2.7	-3.5	-14.2	-4.1	45.6	-7.1	4.2
Cc1ccc(-c2nnc(CSc3nc(C)nc4sc(C)c(C)c34)o2)cc1	1.5	13.2	nt	13.9	nt	2.7	1.1	8.4
CCn1c(SCC(=O)Nc2ccc3c(c2)c2ccccc2n3CC)nnc1-c1cnccn1	-0.7	1.8	7.5	-2.9	7.7	1.7	5.3	-45.8
COc1ccc(C2C(C#N)=C(C)NC3=C2C(=O)CC(C)(C)C3)cc1 (centres undefined)	-1.5	-2.0	0.2	5.6	-10.2	-23.9	12.6	-3.5
O=c1cc(CN2CCOCC2)c2ccc(O)c(O)c2o1	-1.0	-3.1	5.0	-4.1	-2.0	-0.1	0.5	-4.4
O=C(CN1C(=O)c2ccc([N+](=O)[O-])cc2C1=O)Nc1ccccc1N1CCCC1	10.7	-8.0	-9.5	-47.1	-9.5	2.0	-5.9	-8.3
Cc1cccc(NC(=O)CN2CCC(NC(=O)C3CCCCC3)CC2)c1C	-2.8	6.0	-3.7	-6.2	-0.5	21.6	-6.4	-5.6
COCCCC/C(=N\OCCN)c1ccc(C(F)(F)F)cc1	3.2&0.7	32.2&10.8&19.3&14.5&9.1	4.3&4.1&-8.7&-4.4&-3.7	14.9&-4.5	9.2&-14.4&9.6&-4.4&-1.1	3.8&28.9&2.6&18.6&11.0	-2.2&15.2	-4.4&-5.0&-10.0&-3.0&-1.4
CCOc1ccc(NC(=O)CN(C)C(=O)c2ccccc2OCc2cccc(C)c2)cc1OCC	0.6	5.2	12.6	-5.5	5.1	12.7	15.0	-3.5
COc1cc(F)cc(-c2ccc3c(c2)c(-c2cccs2)c(-c2cc(OC)cc(OC)c2)n3C)c1	3.3	6.0	-8.8	-17.9	-19.1	-1.7	-2.5	1.8
O=C(O)CC(NC(=O)C12CC3CC(CC(C3)C1)C2)c1cccc([N+](=O)[O-])c1 (centres undefined)	-2.3	4.4	0.6	15.4	-6.2	3.2	0.8	-7.9
Cc1ccc(NC(=O)Cn2c(=O)oc3ccccc32)c(C)c1	-3.9	6.4	5.0	-16.2	-3.8	13.3	-6.0	-4.5
COc1cccc(C(=O)NCC(=O)OCC(=O)c2ccccc2)c1	-2.1	-0.4	7.2	9.8	-6.4	-10.1	0.9	-5.7
COC(=O)c1cccc(NC(=S)Nc2cc(Cl)ccc2OC)c1	-3.3	21.4	-6.6	8.7	5.3	10.8	1.0	-7.1
Cc1ccc(Oc2cc(NC(=O)CCCn3nc(C)c([N+](=O)[O-])c3C)cc([N+](=O)[O-])c2)cc1	3.0	30.0	1.2	3.0	9.1	6.7	-3.8	62.0*
CCOc1ccc(CNC(=O)C(C)n2nc(C)c3c(C)n(-c4ccccc4)nc3c2=O)cc1 (centres undefined)	-3.6	3.6	1.2	-2.3	0.4	-6.7	-0.7	1.6
CCN(CC(=O)Nc1c(F)cccc1F)C(=O)c1nc2nc(C)cc(C)n2n1	2.8	0.6	-1.6	-29.6	12.8	-4.3	-5.1	1.2
NS(=O)(=O)c1ccc(CCNC(=O)c2ccc3nccnc3c2)cc1	-2.2	5.4	0.7	1.4	-10.1	-5.3	-13.5	-0.3

Continuation:
SMILES	APJ agonist	CCR6 antagonist	CXCR6 inh	APJ antagonist	EBI2 antag	Gli-Sufu block	UBC13 inh	ATG4B inh
Cc1ccccc1Nc1c(N)c(=O)oc2ccccc12	3.9	2.2	3.7	5.6	-1.6	5.9	-1.3	-7.6
C=CCN1C(=O)C(Cc2ccc(OC)cc2)SC1=Nc1ccc(C(=O)O)cc1 (centres undefined)	-4.6	7.2	1.6	18.1	-3.9	5.3	1.9	-4.4
Cc1ccc(S(=O)(=O)NCCC(=O)Nc2nnc(C3CC3)s2)cc1C	1.1	-1.9	4.4	-12.9	0.6	7.1	-10.3	-13.1
O=C1c2cccc3cccc(c23)C(=O)C1(O)O	-11.9	27.1	-12.0	35.0	17.1	-4.8	-28.6	-4.4
O=C(COC(=O)/C=C/c1cccc(C(F)(F)F)c1)Nc1cccc2ccccc12	0.4	-5.6	-2.3	-1.1	-0.6	-3.9	-1.9	-2.8

Full records, quoted from the list.
Shown for Cc1ccccc1Nc1c(N)c(=O)oc2ccccc12 = APJ agonist: 3.9; CCR6 antagonist: 2.2; CXCR6 inh: 3.7; APJ antagonist: 5.6; EBI2 antag: -1.6; Gli-Sufu block: 5.9; UBC13 inh: -1.3; ATG4B inh: -7.6
Shown for Cc1ccc(S(=O)(=O)NCCC(=O)Nc2nnc(C3CC3)s2)cc1C = APJ agonist: 1.1; CCR6 antagonist: -1.9; CXCR6 inh: 4.4; APJ antagonist: -12.9; EBI2 antag: 0.6; Gli-Sufu block: 7.1; UBC13 inh: -10.3; ATG4B inh: -13.1
